# Screening data: PubChem, National Center for Advancing Translational Sciences (NCATS)
# 12-LOX inh: Primary qHTS assay for inhibitors of human arachidonate 12S-lipoxygenase (ALOX12): Round 2; Polyunsaturated fatty acid lipoxygenase ALOX12 (Homo sapiens), P18054; purified 12hLO, xylenol orange hydroperoxide absorbance; Potency, µM (top dose mostly 108 µM), for inactives: top-dose activity change, negative = inhibition, most hits filed as inhibitors; 1.1% of 580,000 active; AID 1671190, 2021; active = well fitted inhibition curve with a large enough effect; inconclusive = small, poorly fitted or top-dose-only effect, or another doubt; inactive = no such curve, though single readings can be large or run the other way
# Target sequence (P18054 whole entry, looked up): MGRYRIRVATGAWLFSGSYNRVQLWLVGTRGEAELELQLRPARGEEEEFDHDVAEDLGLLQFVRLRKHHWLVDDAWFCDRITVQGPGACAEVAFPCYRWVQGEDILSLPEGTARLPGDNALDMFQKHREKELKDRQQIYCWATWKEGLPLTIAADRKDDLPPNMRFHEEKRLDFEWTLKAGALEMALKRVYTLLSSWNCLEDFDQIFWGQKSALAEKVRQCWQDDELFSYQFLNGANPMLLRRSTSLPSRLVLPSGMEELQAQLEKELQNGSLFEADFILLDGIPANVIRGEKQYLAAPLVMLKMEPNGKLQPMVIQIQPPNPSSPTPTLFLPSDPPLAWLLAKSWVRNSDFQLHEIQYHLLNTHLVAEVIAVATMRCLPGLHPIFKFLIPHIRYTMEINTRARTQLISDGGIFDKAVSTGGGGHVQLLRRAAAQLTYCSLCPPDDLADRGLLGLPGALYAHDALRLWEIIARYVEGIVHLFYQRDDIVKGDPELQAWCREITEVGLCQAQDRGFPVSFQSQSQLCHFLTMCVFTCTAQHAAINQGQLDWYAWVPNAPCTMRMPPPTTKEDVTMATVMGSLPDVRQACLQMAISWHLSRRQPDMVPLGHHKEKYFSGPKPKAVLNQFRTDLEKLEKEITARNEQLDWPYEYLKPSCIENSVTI
#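 Hydroperoxide product was detected by ferrous iron/xylenol orange as the 573 to 405 nm absorbance ratio. Arachidonic acid at 40 uM (final) was turned over for 30 min at room temperature by 150 nM human 12hLO, pH 7.0 Hepes buffer, after 15 min compound preincubation.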
# * hit, by the source's call; ? = inconclusive; [ ] = another dose, or the depositor's remark. % is set by controls: 0 for no effect and ±100 for the full control effect; potency is the fitted concentration of half-maximal effect. These rows are one share of the data; the hit share may differ from the screen's.
12-LOX inh,compound
2%[6.33 µM],COC(=O)CNC(=O)C1CCc2nnc(-c3ccc(Cl)nc3)n21 (stereo not drawn)
27%,Cc1ccc2nc(SCC(=O)N3CCN(S(=O)(=O)c4ccccc4)C3)[nH]c2c1
-11%[176 µM],F[C@@H]1CN(Cc2nccs2)C[C@@H]1OCc1nc2ccccc2o1
4%,Cc1ccccc1Cn1cc(CN2[C@H](C)COc3cc(Br)ccc3S2(=O)=O)nn1
23%,COc1c(CO)cc(CO)cc(CO)c1=O
26%,COc1ccc(CNC(=O)CC2CCOCC2)c(OC)c1
-1%,COCc1cccc(C(=O)NCC(O)c2ccccc2C(F)(F)F)c1 (stereo not drawn)
-2%,CC(Sc1nc2cc(S(=O)(=O)N3CCCCC3)ccc2o1)C(=O)Nc1ccccc1 (stereo not drawn)
?,O=C(OCc1nnnn1-c1ccccc1)C1(c2ccccc2F)CCCC1
28%,CCc1nc(-c2c3n(c(=O)n(CC(=O)Nc4ccccc4C)c2=O)CCCCC3)no1

# Overlap with the part before: 5 entries, followed by the next part.
12-LOX inh,compound
26%,COc1ccc(CNC(=O)CC2CCOCC2)c(OC)c1
-1%,COCc1cccc(C(=O)NCC(O)c2ccccc2C(F)(F)F)c1 (stereo not drawn)
-2%,CC(Sc1nc2cc(S(=O)(=O)N3CCCCC3)ccc2o1)C(=O)Nc1ccccc1 (stereo not drawn)
?,O=C(OCc1nnnn1-c1ccccc1)C1(c2ccccc2F)CCCC1
28%,CCc1nc(-c2c3n(c(=O)n(CC(=O)Nc4ccccc4C)c2=O)CCCCC3)no1
0%,O=C(Nc1ccc(Cl)cc1)c1cc2cc(Cl)ccc2[nH]1
14%,CCOCCOC(C)C(=O)N(CC(=O)OCC)CC(C)C (stereo not drawn)
-41%,CC(=O)Nc1cccc(NC(=O)c2nc(-c3ccccc3)oc2C)c1
?,N#CC1=C(N)Oc2c(oc(CO)cc2=O)C1c1cccc(C(F)(F)F)c1 (stereo not drawn)
5%,CCCn1c(C)cc(C(=O)Cn2cnc3c2c(=O)n(C)c(=O)n3C)c1C
9%,CCC1CN(CCNC(=O)C(C)(C)O)Cc2cc(OC)ccc2O1 (stereo not drawn)
37%[activator],O=C(Cc1ccc(Cl)cc1)NCc1nnc2c(-c3nc(C4CC4)no3)cccn12
-45%,Cc1ccc(C(=O)NC2CCN(CCOC(C)C)CC2)s1
9%,Cc1ccc(CN2CCC(=O)N(Cc3ccccn3)CC2)c(C)c1
15%,CC(C)(C(=O)N1C[C@H](C2CC2)[C@@H](N)C1)c1ccccc1

# Some of these compounds in order of formula weight, largest number first:
12-LOX inh,compound
37%[activator],O=C(Cc1ccc(Cl)cc1)NCc1nnc2c(-c3nc(C4CC4)no3)cccn12
?,N#CC1=C(N)Oc2c(oc(CO)cc2=O)C1c1cccc(C(F)(F)F)c1 (stereo not drawn)
9%,CCC1CN(CCNC(=O)C(C)(C)O)Cc2cc(OC)ccc2O1 (stereo not drawn)
9%,Cc1ccc(CN2CCC(=O)N(Cc3ccccn3)CC2)c(C)c1

# More records
12-LOX inh,compound
-6%,COc1ccc(OCCNC(=O)c2n[nH]c(=O)c3ccccc23)cc1
30%,COc1ccc(NC(=O)CCc2ccnc(N3CCCC3)c2)c(OC)c1
-5%,CCCC(C(=O)Nc1nc2ccccc2s1)c1ccccc1 (stereo not drawn)
?,O=C1/C(=C/c2ccccc2F)CSc2ccccc21
10%,Cc1cc(C(=O)N2CC(c3nnc(-c4ccncc4)o3)C3(CCOCC3)C2)n(C)n1 (stereo not drawn)
10µM*,FC(F)(F)c1ccccc1N/N=C1/CCc2ccccc21
?,O=C1NCc2ccccc2CC12CCCN2Cc1ccc(Br)cc1 (stereo not drawn)
43%[activator][176 µM],COc1ccc(CN2Cc3[nH]cnc3C[C@H]2c2nc(-c3ccc(C)cc3)no2)cc1
3%,COC1CCC12CCN(C(=O)CCc1ccccc1)CC2 (stereo not drawn)
-7%,COC(=O)[C@]12C[C@H](CC(=O)NCC3CCCCC3)C(=O)N(Cc3ccccc3)C1=C[C@H](C1CCCC1)O[C@@H]2C
15%[176 µM],O=C(Nc1ccncc1)C1=NO[C@@H]2CN(c3ccccc3)C[C@H]12
?,Cc1cc(SCC(=O)c2c(N)n(Cc3ccccc3)c(=O)n(C)c2=O)nc2ccccc12
15%,N#Cc1nc(C2CC2)oc1N1CCN(Cc2nc(C3CC3)no2)CC1
-2%,Cc1ccc(CNC(=O)Cc2c(C)c3cc(Cl)c(O)cc3oc2=O)cc1
6%,Cc1csc2c(NCCC3CN(c4cnn(C)c(=O)c4)CCO3)ncnc12 (stereo not drawn)
-48%,COc1ccc2nc(C)c(C(=O)NC3CCS(=O)(=O)C3)cc2c1 (stereo not drawn)
?,COCCCNc1nc2c(S(=O)(=O)c3c(C)cc(C)cc3C)nnn2c2ccccc12
?,FC(F)(F)c1cc(-c2ccccn2)nc2c(-c3ccc(Cl)cc3)cnn12
13%,CC(C)NC(=O)N1CCC[C@@H](O)[C@H](NC(=O)c2ccc(OCCN3CCOCC3)cc2)C1
10%,Cc1[nH]c2ccccc2c1CN1CCc2nc(N3CCOCC3)[nH]c(=O)c2CC1
2%,COc1ccccc1C(=O)N1CCC2(CCC(=O)N(Cc3ccccc3)CC2)CC1
-6%[176 µM],COc1ccc(OCC2(C)COc3ccc(C(=O)NCc4cccnc4)cc3N2)cc1 (stereo not drawn)
-17%,Cc1ccc(CN2CCC(CNC(=O)c3c(C)oc4ncnc(N5CCOCC5)c34)C2)cc1 (stereo not drawn)
?,COc1cc2c(cc1OC)C(c1ccc(C)cc1)OC2=O (stereo not drawn)
13%[6.33 µM],O=C1NC(=NC2CCCC2)C2(CCN([S+](=O)([O-])c3cccc(C(F)(F)F)c3)CC2)N1c1cccnc1
?,O=C(NC1CCS(=O)(=O)C1)c1cc2sccc2n1Cc1ccccc1Cl (stereo not drawn)
-4%,N#Cc1ccc(O[C@@H]2CCOC[C@H]2NC(=O)c2nnc3n2CCCCC3)cc1
-74%,CCN1CCCC1CNC(=O)C(C)(C)C (stereo not drawn)
-2%,O=C(c1ccccc1F)N1CCCC(c2nn(-c3ccc(F)cc3)c(=O)[nH]2)C1 (stereo not drawn)
-18%,CCC(Sc1nnc2c(=O)n(-c3ccccc3OC)ccn12)C(=O)Nc1cc(C)ccc1C (stereo not drawn)

# 7 records picked at random from those above:
12-LOX inh,compound
-6%[176 µM],COc1ccc(OCC2(C)COc3ccc(C(=O)NCc4cccnc4)cc3N2)cc1 (stereo not drawn)
?,COc1cc2c(cc1OC)C(c1ccc(C)cc1)OC2=O (stereo not drawn)
?,O=C(NC1CCS(=O)(=O)C1)c1cc2sccc2n1Cc1ccccc1Cl (stereo not drawn)
2%,COc1ccccc1C(=O)N1CCC2(CCC(=O)N(Cc3ccccc3)CC2)CC1
-17%,Cc1ccc(CN2CCC(CNC(=O)c3c(C)oc4ncnc(N5CCOCC5)c34)C2)cc1 (stereo not drawn)
-4%,N#Cc1ccc(O[C@@H]2CCOC[C@H]2NC(=O)c2nnc3n2CCCCC3)cc1
-2%,O=C(c1ccccc1F)N1CCCC(c2nn(-c3ccc(F)cc3)c(=O)[nH]2)C1 (stereo not drawn)

# (list continues)
12-LOX inh,compound
-19%[176 µM],COC(=O)CO[C@@H]1CO[C@H]2[C@@H]1OC[C@@H]2NS(=O)(=O)c1cccc2cccnc12
73%[activator],Cc1cc(-n2c(C)cc(C(=O)CSc3nnc(COc4ccccc4Cl)n3C)c2C)no1
-45%,O=C(Nc1nc(-c2ccccc2)cs1)c1ccc(Cl)c(N2CCCC2=O)c1
-19%,O=C(O)c1ccc(NCc2ccc(Cl)cc2)cc1
-35%,COc1ccc(C(=O)/C=C/c2ccccc2Cl)cc1CSCC(=O)O
-2%,CCc1cc(N2CCCC(C(=O)c3sccc3C)C2)ncn1 (stereo not drawn)
46%[activator],Cc1ccc(C)c(NC(=O)N2C[C@H](c3nc(-c4cccnc4)no3)[C@@H](C)C2)c1
9%,CN(Cc1cccs1)C(=O)c1ccc(S(C)(=O)=O)cc1
18%,CC(C)(C)NC(=O)CN1C(=O)C(c2ccccc2)=NC12CCCCC2
10%,c1cncc(-c2ccnc(NCCCn3nccc3C3CC3)n2)c1
-52%,Cc1ccc(-c2cnoc2NC(=O)CSc2nc(-c3ccccc3)cc(=O)[nH]2)cc1
18%,OCCc1nc2ccccc2[nH]1
?,COc1ccc(C(=O)Nc2ccc(NS(=O)(=O)c3ccc4c(c3)OCCCO4)cc2)cc1
28µM*,O=C(Nc1ccc2nc(SCc3cccc4ccccc34)sc2c1)c1ccc(Cl)cc1
31%[activator],COc1ccc(CC(=O)N2CCC3(CC2)N(C)C(=O)CS3(=O)=O)cc1Cl
63%,CCc1c(C)nn(CC(=O)N2CC[C@@](O)(CCOC)[C@H](C)C2)c1C
-4%,Cc1ccccc1-c1nc2cc(NC(=O)C(C)C)ccc2o1
?,O=C(C[C@@H]1CCNC[C@@H]1Cc1cc(-c2ccc(F)cc2)on1)Nc1ccccc1
39%[activator],O=C(c1ccccc1OCC1CCCN(Cc2cccc(O)c2)C1)N1CCCC1 (stereo not drawn)
37%[activator],CCC(=O)N(C1CCOCC1)C1CCN(Cc2cccc(Cl)c2)CC1
26%,COc1cc(C(=O)N(c2cc(C)cc(C)c2)C2C=CS(=O)(=O)C2)cc(OC)c1OC (stereo not drawn)
?,CN(C)[C@@H](Cc1ccccc1)C(=O)N1CCC(N2CCC(O)CC2)CC1
127%[activator],CCc1cccc(NC(=O)N2CCc3c(c4cc(F)ccc4n3C)C2)c1
10%,Cc1ccoc1C(=O)N1CCC(C2CCN(Cc3cccc(F)c3F)CC2)C1 (stereo not drawn)
?,COc1ccc(CN2CCC3(C2)C(=O)Nc2ccccc23)cc1 (stereo not drawn)
14%,CCc1sc(C(=O)OCc2ccccc2C#N)cc1C
29%,O=C(CCc1nc2ccccc2s1)N1CCC(c2noc(-c3ccccc3)n2)C1 (stereo not drawn)
-12%,CCn1nc(C(=O)OCc2nc(-c3cccc(OC)c3)no2)c2ccccc2c1=O
?,CC1CC1C(=O)Nc1ccc2c(c1)CCC2 (stereo not drawn)
15%[12.5 µM],O=Cc1cccc(Oc2ncnc3ccccc23)c1
12%,CCn1ncc(N2CCCC(CC(=O)NCc3ccccc3OC)C2)cc1=O (stereo not drawn)
-4%,COc1ccc(CNC(=O)c2c(C)noc2-c2ccccc2C)cc1
12%[176 µM],COc1ccc(O[C@H]2COCCN(Cc3nccn3C)C2)cc1
4%,CC(=O)c1ccccc1NC(C(=O)NC1CCCCC1)c1ccccc1F (stereo not drawn)
-3%,COc1ccccc1CC(=O)N1CCCc2ncc(C(=O)N3CCCC[C@@H]3c3ccccc3)cc21
31%,COc1ccc(OC)c(NC(=O)CC2CC3CCC2C3)c1 (stereo not drawn)
2%,C[C@H]1Cn2cnc(C(=O)N3CCN(C(=O)OC(C)(C)C)CC3)c2C(=O)N1
14%,O=C(NC1CCCC1)N1CCCC(Cn2c(C3CC3)nc3cccnc32)C1 (stereo not drawn)
6%[176 µM],Cc1noc([C@@H]2C[C@H](NC(=O)C3CCCCC3)CN2C)n1
23%[176 µM],CN1c2cccnc2CN(Cc2ccc(Cl)cc2)CC[C@H]1CO
38%[activator],CCN1C(=O)C2CC3(CCN(Cc4cnn(CC)c4C)CC3)CN2C1=O (stereo not drawn)
17%,Cc1cc(=O)n(CC(=O)Nc2ccc(C)c(C)c2)c(N2CCN(c3ccccc3)CC2)n1
15%,COc1ccc(CCNC(=O)CN2CC3CC(C2)[C@H]2CCCC(=O)N2C3)cc1OC (stereo partly drawn)
28%,O=C(C1CCC1)N1CCC(c2noc(-c3cnccn3)n2)C1 (stereo not drawn)
?,COc1ccc(C2C(C#N)=C(N)Oc3n[nH]c(C)c32)c(OCc2ccccc2Cl)c1 (stereo not drawn)
73%[activator],O=C(N[C@@H]1CNCC[C@@H]1CO)c1cccnc1
?,CCOC(=O)C1=CN(c2ccc(F)cc2)C=C(C(=O)OCC)C1c1cccc(C(F)(F)F)c1
6%,CCCc1nc2c(-c3ccc(OC)cc3)c(C)[nH]n2c(=O)c1Cl
51%[activator],Cc1cn2nc(C(=O)NCc3cc(F)cc(F)c3)cc2c(N(C)Cc2ccccc2)n1
9%,CC(C)CN1C(=O)c2cccn2CC1CNC(=O)c1cccs1 (stereo not drawn)

# Other results.
12-LOX inh,compound
27%[176 µM],CC(C)C(=O)Nc1ccc([C@H]2OCC(=O)N(Cc3nccn3C)[C@@H]2CO)cc1
?,COc1ccc2cc(C(=O)N3CCN(S(=O)(=O)c4ccc(C)cc4)CC3)c(C)nc2c1
?,CCNC(=O)Cn1c(CO)cnc1SCc1ccccc1C
24%[176 µM],COCCN1C[C@H]2CN(C(=O)c3ccc4c(c3)OCO4)CCN2C1=O
43%[activator],CSCCNC(=O)c1coc(COc2cccc(C(F)(F)F)c2)n1
15%,Cc1cccc(CN2CCC(C(=O)N3CCCCCCNC(=O)CC3)CC2)c1
6%,CC(C)C12CN3CC(C(C)C)(CN(C1)C3c1c[nH]c3ccccc13)C2=O (stereo not drawn)
19%,O=C(C[C@H]1NC(=O)c2ccccc2NC1=O)NC1CCCCC1
34%[activator],COc1cc(-c2onc(C)c2C(=O)NCCCCc2ccccc2)cc(OC)c1OC
20%,CN1CCCCCC(O)c2cc(C(=O)Nc3cccc(OC(F)(F)F)c3)ccc21 (stereo not drawn)
-4%,Cn1c(=O)[nH]c(=O)c2c1nc(N1CCN(Cc3ccccc3F)CC1)n2Cc1ccccc1
-10%,CN(C)c1ccc(-c2cc(NCc3cccnc3)ncn2)cc1
49%[activator],Cn1ccc(C(=O)N[C@@H]2CN(c3ncccn3)C[C@H]2CO)n1
?,Cc1ccc(NC(=O)Nc2cc3c(cc2Oc2ccccc2)n(C)c(=O)n3C)c(Cl)c1
13%,CCN(CC)S(=O)(=O)c1ccc(N/N=C(/C)c2cccs2)c([N+](=O)[O-])c1
-29%,c1cncc(CNc2nc(-c3ccc4c(c3)OCO4)nc3ccccc23)c1
